Assay outcomes: PubChem BioAssay, several laboratories
MT1-MMP act inh – blocks activation of human MT1-MMP; P50281; HT1080 RFP-PRO-GFP cells, GFP/RFP ratio fluorescence, overnight; percent of plate control window, DMSO zero; GFP/RFP ratio change, % at 20 µM; 360,000 compounds, 0.061% hits; AID 651647;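 active = GFP/RFP ratio change of at least 30% with cell ATP level not reduced by more than half and red fluorescence within 50% of control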; also: strong numbers were not always called active
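Assay system: HT1080 RFP-PRO-GFP cells. Benchmarks: DMSO vehicle wells and RFP-L50D-GFP reporter cell wells. Times: overnight cell settling, then overnight compound exposure, 37 °C, 5% CO2. Compound: 20 µM single dose, 1% DMSO. Read-out basis: GFP/RFP fluorescence ratio.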
bovine MsrA act – activators of bovine methionine sulfoxide reductase A; purified bovine MsrA, absorbance read-out; activation, % at 10.6 µM; 360,000 compounds, 0.3% hits; AID 602163; in the data active = activation above about 7.5%;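 also: 0% = vehicle and 100% = reference activator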
Neddyl block – inhibitors of human cullin neddylation. TR-FRET cullin neddylation, biochemical. 360,000 compounds, 0.58% hits. calls only at 25 µM; in the data active = inhibition above about 36%
Rin1 Abl inh – blocks binding of human Rin1 to Abl; TR-FRET Rin1/Abl binding, biochemical; inhibition, % at 7.35 µM; 360,000 compounds, 0.4% hits; AID 588664; in the data active = inhibition above about 5%, passing the limit was not always enough
MLLE-PAM2 inh – blocks PAM2 peptide binding to the PABP1 MLLE domain; P11940; GST-MLLE / FITC-PAM2 fluorescence polarization; inhibition, % at 20 µM; 360,000 compounds, 0.36% hits; AID 588489; in the data active = inhibition above about 35%, passing the limit was not always enough;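 also: plate controls were DMSO wells with GST-MLLE for no effect and wells lacking GST-MLLE protein for full effect; some results filed as inactive read as strong as hits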
Target sequence (P11940 whole entry, looked up, the tested form may be a part): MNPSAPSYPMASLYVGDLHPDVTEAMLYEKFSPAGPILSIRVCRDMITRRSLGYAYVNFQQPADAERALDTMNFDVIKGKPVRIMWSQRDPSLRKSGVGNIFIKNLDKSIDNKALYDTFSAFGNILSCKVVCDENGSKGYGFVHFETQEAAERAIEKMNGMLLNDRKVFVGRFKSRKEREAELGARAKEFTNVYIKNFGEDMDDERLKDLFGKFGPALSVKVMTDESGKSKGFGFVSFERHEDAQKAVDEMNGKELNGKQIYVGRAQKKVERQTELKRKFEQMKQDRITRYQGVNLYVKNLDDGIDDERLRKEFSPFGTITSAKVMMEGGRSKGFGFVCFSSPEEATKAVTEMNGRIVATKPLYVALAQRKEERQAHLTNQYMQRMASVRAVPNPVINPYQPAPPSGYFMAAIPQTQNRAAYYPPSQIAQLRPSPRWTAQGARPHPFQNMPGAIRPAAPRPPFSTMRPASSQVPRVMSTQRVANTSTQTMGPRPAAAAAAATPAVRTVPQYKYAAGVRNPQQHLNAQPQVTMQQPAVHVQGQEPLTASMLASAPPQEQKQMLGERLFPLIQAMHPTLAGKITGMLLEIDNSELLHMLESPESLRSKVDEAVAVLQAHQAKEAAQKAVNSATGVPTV
CendR NRP1 mod – NRP-1/CendR interaction modulation; 360,000 compounds, 0.85% hits; O14786; AID 602438; FAM-RPARPAR peptide binding to NRP-1, fluorescence polarization; inhibition, % at 25 µM;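 active = inhibition or corrected inhibition above about 18%, plus a signal ratio from 0.5 to 1.5, limit read from the data, passing the limit was not always enough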; also: strong numbers were not always called active
FAS TE block – blocks the thioesterase domain of human fatty acid synthase | P49327 | recombinant FAS-TE, OMFH fluorogenic substrate, fluorescence endpoint | inhibition, % at 15 µM | 360,000 compounds, 0.67% hits;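 active = compounds whose normalised, plate-corrected inhibition of enzyme fluorescence in the single-dose primary screen is 50% or more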;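 also: 0% = DMSO with enzyme and 100% = substrate without enzyme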
SKN-1 block – inhibitors of C. elegans SKN-1. C. elegans VP596 Pgst-4::GFP/RFP ratio, acrylamide-induced, 24 h. inhibition, % at 21.8 µM. 360,000 compounds, 0.49% hits. AID 624304;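 active = interference check ratio from 0.5 to 1.5 plus GFP to RFP signal ratio inhibition reaching or exceeding a fixed threshold, cut at about 30% in these data, passing the limit was not always enough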; also: some compounds called inactive have numbers as strong as hits
eLon inh – E. coli protease La inhibition | P0A9M0 | inhibition, % at 7.94 µM | purified E. coli Lon protease, fluorescence polarization | 360,000 compounds, 0.42% hits | AID 602123; in the data active = inhibition above about 13%, passing the limit was not always enough;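 also: 0% = enzyme with probe and DMSO and 100% = no enzyme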
Active calls of the source: *; i = inactive; / = no result given; + = active, no number.

SMILES	MT1-MMP act inh	bovine MsrA act	Neddyl block	Rin1 Abl inh	MLLE-PAM2 inh	CendR NRP1 mod	FAS TE block	SKN-1 block	eLon inh
O=C(/C=C(\O)c1ccccc1)C(=O)NNC(=O)c1ccccc1[N+](=O)[O-]	2	1	i	-3	6	-4	-5	-2	-8
c1ccc2c(c1)ccc1nnc(SCc3ccc4c(c3)OCO4)n12	1	-8	i	-1	-4	-4	-1	-3	-3
Cc1ccc(/C=C/C(=O)Nc2sc3c(c2C#N)CCCC3)o1	3	-13	/	2	14	-13	5	2	-10
O=C(Nc1ccon1)Nc1ccccc1C(F)(F)F	1	-3	i	-2	1	17	-4	5	-6
CCC(C)NCCCCOc1ccc(Cl)cc1C (configuration not stated)	2	-3	i	-1	9	-3	-3	9	-7
Clc1ccc(-n2c(SCc3nc4ccccc4[nH]3)nnc2-c2ccncc2)cc1	13	-1	i	-10	-84	-10	-7	1	6
CC1CCN(C(=O)CCCOc2ccc(Cl)cc2)CC1	3	-5	i	2	-3	-10	7	-19	6
NS(=O)(=O)c1ccc(NC(=O)CSc2nc3ccccc3n2-c2ccccc2)cc1	-3	-5	i	0	-19	0	13	-1	2
CC(=O)Nc1ccc(C(=O)OCCc2ccccc2)cc1	-1	-1	i	-4	-6	9	4	33	4
NS(=O)(=O)c1ccc(N/N=C/c2ccc[nH]2)c([N+](=O)[O-])c1	/	-10	i	-17	7	7	0	-8	-5
COc1ccc(NC(=O)N2CCCC2C(=O)NCCc2ccccc2)cc1 (configuration not stated)	1	0	i	2	3	9	-1	2	-2
CCOC(=O)c1c(C)nc2sc3c(c2c1-c1ccc(OC)cc1)NC(c1ccc(OC)cc1)NC3=O (configuration not stated)	0	0	i	1	-3	-1	8	6	-5
CCCCn1c(N)c(N(CC)C(=O)c2ccc(Cl)c([N+](=O)[O-])c2)c(=O)[nH]c1=O	-2	-7	i	3	-69	10	7	7	5
CCOc1c(C)cc(S(=O)(=O)NCc2ccccn2)c(C)c1C	1	-1	i	4	12	-2	-5	8	-1
Cn1c(=O)n(C)c2cc(S(=O)(=O)N3CCN(c4ccccc4)CC3)ccc21	2	-4	i	-3	9	-22	4	-1	-2
NC(=S)c1c(Cl)cc(C(F)(F)F)cc1Cl	0	-3	i	-1	22	0	-1	0	4
CC1CCCC(NC(=O)CCS(=O)(=O)c2cc3c(cc2Cl)NC(=O)CO3)C1C (configuration not stated)	1	-2	i	2	16	6	0	12	-5
COc1ccc(NC(=O)N(Cc2cccnc2)Cc2ccccc2Cl)c(OC)c1	4	2	i	-1	12	-7	7	11	-5
Cc1ccc(C2NC(=O)NC3=C2CCc2ccccc23)cc1 (configuration not stated)	-4	-3	/	1	-9	15	-3	16	5
COC(=O)c1cc2ccsc2n1CC(=O)N1CCCc2ccccc21	8	-2	i	2	-15	-5	12	-3	2
CCOC(=O)C1CCCN(CCC(=O)Nc2cc(C)ccc2C)C1 (configuration not stated)	3	4	i	1	0	-2	-10	-6	2
Cc1[nH]c2ccccc2c1SCC(=O)N1CCCc2ccccc21	0	-3	i	4	7	4	8	0	-11
CCOc1cc(CNc2ccc(OC)cc2)cc(Br)c1OCC(=O)NC(C)(C)C	-3	0	i	-2	6	3	21	11	0
Cc1ccc(C(=O)Oc2cc(N)n(S(=O)(=O)c3ccc(C)cc3)n2)cc1	7	-2	i	-7	-8	16	3	-1	0
N#Cc1c(-c2ccccc2)ccn(Cc2ccccc2Cl)c1=O	2	-4	i	-3	13	16	-1	-2	-1

Sorted by length of the SMILES (low to high): part of the list above.
SMILES	MT1-MMP act inh	bovine MsrA act	Neddyl block	Rin1 Abl inh	MLLE-PAM2 inh	CendR NRP1 mod	FAS TE block	SKN-1 block	eLon inh
CC(=O)Nc1ccc(C(=O)OCCc2ccccc2)cc1	-1	-1	i	-4	-6	9	4	33	4
Cc1ccc(/C=C/C(=O)Nc2sc3c(c2C#N)CCCC3)o1	3	-13	/	2	14	-13	5	2	-10
c1ccc2c(c1)ccc1nnc(SCc3ccc4c(c3)OCO4)n12	1	-8	i	-1	-4	-4	-1	-3	-3

Additional compounds follow.
SMILES	MT1-MMP act inh	bovine MsrA act	Neddyl block	Rin1 Abl inh	MLLE-PAM2 inh	CendR NRP1 mod	FAS TE block	SKN-1 block	eLon inh
COc1c(C)cccc1C(=O)NC(=S)Nc1ccc2c(c1)Cc1ccccc1-2	-2	0	i	5	10	-16	10	23	5
CC(=O)Nc1ccc(NC(=O)CSc2nnc(-c3ccc(NS(C)(=O)=O)cc3)n2C)cc1C	1	-4	i	2	5	-10	-4	2	3
COc1ccc(CNC(=O)CN2C(=O)COc3ccc(S(=O)(=O)N4CCC(C)CC4)cc32)cc1	-3	-3	i	1	1	17	23	2	2
O=C(Nc1ccc(Cl)cc1)Nc1nnc(Cc2ccc([N+](=O)[O-])cc2)s1	0	2	i	0	-5	11	0	2	2
COc1ccc(NS(=O)(=O)c2cccc(C(=O)NCc3ccccc3CN3CCOCC3)c2)cc1	-1	-1	i	-1	12	8	7	14	9
CCn1ncc(Br)c1C(=O)Nc1cccc(C(C)=O)c1	3	-2	i	-1	2	4	-6	2	-10
COc1ccc(NS(=O)(=O)c2cc(OC)ccc2NC(=O)c2cc(C)oc2C)cc1	4	2	i	1	-20	1	12	15	1
CCN1C(=O)[C@H]2[C@H]3CN=C(SCc4ccc(C)cc4)N3[C@@](CC)(C(=O)OC)[C@H]2C1=O	-1	-7	i	-3	0	2	-6	-11	-3
O=C(CN1C(=O)/C(=C/c2cccc(Cl)c2)SC1=S)NC1C=CS(=O)(=O)C1 (configuration not stated)	4	-5	i	1	2	8	1	-36	-11
O=C1CSC(c2cccc([N+](=O)[O-])c2)N1c1ccccc1F (configuration not stated)	-5	2	i	4	3	15	-14	-6	3
O=C(Nc1ccc(Cl)c(Cl)c1)OCCNC(=O)c1ccncc1	1	0	i	-4	16	10	8	8	3
COc1cc2c(cc1OC)CN(C(=O)CCNS(=O)(=O)c1ccccc1F)CC2	1	-5	i	1	-9	0	-5	7	-6
CSc1nc(C)cc(OCCNS(=O)(=O)c2cc(C)ccc2C)n1	9	-10	i	1	1	-13	-5	-9	-12
Cc1ccc(C(C)C)c(OCC(O)CN2CC(C)OC(C)C2)c1 (configuration not stated)	-1	-2	i	0	5	7	-2	12	-2
Nc1nc2nccc(-c3ccccn3)n2n1	0	-8	/	9	8	-3	0	-5	-5
COc1ccc(C(C)(C)C)cc1NC(=O)CCN1C(=O)C2CCCCC2C1=O (configuration not stated)	-1	-2	i	0	6	-7	2	11	-18
Cc1ccc(NS(=O)(=O)c2cc(C(=O)Nc3cccnc3)ccc2C)cc1	1	-1	i	-3	-1	3	0	20	3
COc1ccc(N2C(=O)NC(NS(=O)(=O)c3ccc(NC(C)=O)cc3)(C(F)(F)F)C2=O)cc1 (configuration not stated)	0	-4	i	-4	-3	6	-8	9	8
CN(CC(=O)N(C)CC(=O)Nc1c(Cl)cccc1Cl)Cc1ccc(Br)s1	3	0	i	0	-13	-4	6	-4	-18
S=C(Nc1ccc(Br)cc1)Nc1ccc2c(c1)OCCO2	4	-2	i	1	12	-5	9	-10	-12
CC(CN1CCOCC1)OC(=O)c1ccc(C(C)(C)C)cc1 (configuration not stated)	6	-4	i	-2	3	5	2	-1	-8
O=C(c1cccs1)N1CCN(c2ccc(F)cc2)CC1	3	-6	i	-2	-2	2	-4	-1	1
Cc1cccc(C(=O)NCCC(=O)N2CCc3ccccc3C2)c1	-3	-1	i	1	7	10	-3	-5	-2
COC(=O)c1ccc2nc(-c3ccc(OC)c(OC)c3)c(Cc3ccc(OC)cc3C)n2c1	0	-8	i	-2	-44	-30	2	10	-22
O=C(NCCCn1ccnc1)c1cc(C(=O)C2CC2)c[nH]1	2	-2	i	2	0	-10	-6	-7	-4

Of the compounds above, these contain bromine:
SMILES	MT1-MMP act inh	bovine MsrA act	Neddyl block	Rin1 Abl inh	MLLE-PAM2 inh	CendR NRP1 mod	FAS TE block	SKN-1 block	eLon inh
CCOc1cc(CNc2ccc(OC)cc2)cc(Br)c1OCC(=O)NC(C)(C)C	-3	0	i	-2	6	3	21	11	0
CCn1ncc(Br)c1C(=O)Nc1cccc(C(C)=O)c1	3	-2	i	-1	2	4	-6	2	-10
CN(CC(=O)N(C)CC(=O)Nc1c(Cl)cccc1Cl)Cc1ccc(Br)s1	3	0	i	0	-13	-4	6	-4	-18
S=C(Nc1ccc(Br)cc1)Nc1ccc2c(c1)OCCO2	4	-2	i	1	12	-5	9	-10	-12

Back to the main list with the five entries that preceded the break.
SMILES	MT1-MMP act inh	bovine MsrA act	Neddyl block	Rin1 Abl inh	MLLE-PAM2 inh	CendR NRP1 mod	FAS TE block	SKN-1 block	eLon inh
CC(CN1CCOCC1)OC(=O)c1ccc(C(C)(C)C)cc1 (configuration not stated)	6	-4	i	-2	3	5	2	-1	-8
O=C(c1cccs1)N1CCN(c2ccc(F)cc2)CC1	3	-6	i	-2	-2	2	-4	-1	1
Cc1cccc(C(=O)NCCC(=O)N2CCc3ccccc3C2)c1	-3	-1	i	1	7	10	-3	-5	-2
COC(=O)c1ccc2nc(-c3ccc(OC)c(OC)c3)c(Cc3ccc(OC)cc3C)n2c1	0	-8	i	-2	-44	-30	2	10	-22
O=C(NCCCn1ccnc1)c1cc(C(=O)C2CC2)c[nH]1	2	-2	i	2	0	-10	-6	-7	-4
O=C(Nc1nccs1)C1CC(=O)N(Cc2ccco2)C1 (configuration not stated)	0	-4	i	-2	-6	8	-4	-5	1
O=C(c1ccc(Cl)cc1)N1N=C(c2ccccn2)CC1(O)C(F)(F)F (configuration not stated)	1	-1	+	2	-3	8	10	-3	-6
Cc1cc(-c2ccccc2)nc(Cl)c1C#N	2	0	i	-6	8	-4	26	8	-12
O=C(Nc1nc(-c2ccccn2)cs1)c1ccc(Cl)s1	-12	1	/	0	0	-17	9	21	2
CCOc1ccc(OCC)c(-c2c(=O)n(OCc3ccccc3Br)c3ccccc3[n+]2[O-])c1	-6	-2	i	1	8	3	27	7	10
O=C(CSc1nc2ccccc2[nH]1)Nc1cc(C(F)(F)F)ccc1N1CCOCC1	0	-2	i	-2	6	13	11	6	-5
O=CNCCCc1nc2ccccc2n1Cc1cccc2ccccc12	-1	-1	i	4	-11	-6	-1	16	-1
CSc1nc(-c2ccc(C)cc2)nc(N)c1C#N	-1	-2	i	-2	14	-1	-1	12	-5
Cc1cc(NC(=O)NC(=O)c2ccccc2NC(=O)CN)ccc1Oc1ncc(Br)cn1	17	2	i	1	4	-4	-10	-3	0
CCc1sc(C(=O)Nc2ccccc2N2CCOCC2)cc1C	1	-2	i	-4	8	-4	18	8	2
